Tn7 DDE FP = inhibitors of Tn7 peptide binding to fibrin DD(E), primary screen, biochemical, fluorescence polarization, human fibrin, Tn7 probe. 370,000 compounds, 0.13% hits. inhibition, % at 8.3 µM. FP displacement of FITC-Tn7 peptide from fibrin DD(E); 0% = median of compound wells per plate;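 active = inhibition above the mean of compounds falling within the control limits plus 3 SD of them, cut at about 14% in these data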;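 also: 0% = plate median of compound wells and 100% = 10 µM Aha-Tn7 peptide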
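Assay system: human fibrin DD(E) protein / Input: 2 µM fibrin DD(E) / Benchmarks: high control of 10 µM Aha-Tn7 peptide / Measured by: fluorescence polarization of the labelled Tn7 tracer / Medium: Tris buffer with calcium and detergent, pH 7.8 / Timing: 10 min compound pre-incubation, 3 h probe incubation at room temperature / Repeats: one replicate per compound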
ARFGAP1 inhibitor = inhibitors of rat ARFGAP1 GAP activity, primary screen, biochemical, fluorescence polarization, GDP tracer; ADP-ribosylation factor GTPase-activating protein 1 (Rattus norvegicus), Q62848; Arfgap1-stimulated ARF1 GTP hydrolysis, GDP FP detection; inhibition, % at 16.5 µM; 360,000 compounds, 0.26% hits; AID 651572, 2012;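 active = inhibition above a per-plate limit, mean inhibition of low control wells plus 3 SD, cut at about 25% in these data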;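 also: 0% = DMSO wells with enzyme and 100% = wells lacking Arfgap1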
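Material: rat Arfgap1 catalytic domain, aa 1-136; also added: human ARF1(Δ1-17)-GTP substrate; compound dosing: one concentration, 16.5 µM, DMSO 1.26%; incubation: GTP hydrolysis reaction 2 h at 25 °C; measured by: Tracer-displacement fluorescence polarization with EDTA stop, 620/688 nm; evaluation: % inhibition from polarization; repeats: one replicate per compound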
SIAE inh = human SIAE inhibitors, primary screen, biochemical, fluorescence polarization, FP-Rh probe, 1536-well HTS. AID 1053197, 2014. SIAE FP-Rh probe binding. 370,000 compounds, 0.69% hits. inhibition, % at 9.66 µM. Sialate O-acetylesterase (Homo sapiens), Q9HAT2;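 active = inhibition above a cutoff: mean of compounds within the control limits plus 3 SD of those, cut at about 17% in these data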;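 also: 0% = plate median of compound wells and 100% = probe without SIAE protein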
PLC-beta3 inh = human PLC-beta3 inhibitors, primary screen, biochemical, fluorescence. 1-phosphatidylinositol 4,5-bisphosphate phosphodiesterase beta-3 (Homo sapiens), Q01970. Purified PLC-beta3, fluorogenic substrate. inhibition, % at 12.2 µM. 370,000 compounds, 0.18% hits. AID 720704, 2013; in the data active = inhibition above about 11%;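 also: 0% = median of compound wells on plate and 100% = full blocker control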
PLCg1 inh = PLC-gamma1 enzyme inhibitors, primary screen, biochemical, fluorescence, purified enzyme. 1-phosphatidylinositol 4,5-bisphosphate phosphodiesterase gamma-1 (Homo sapiens), P19174. fluorogenic substrate. AID 720700, 2013. inhibition, % at 12.2 µM. 370,000 compounds, 0.84% hits; in the data active = inhibition above about 9.5%
TDP2 absorb = human TDP2 enzyme inhibitors, primary screen, biochemical, epi absorbance, recombinant enzyme. inhibition, % at 12.8 µM. AID 720702, 2013. 370,000 compounds, 0.34% hits. Tyrosyl-DNA phosphodiesterase 2 (Homo sapiens), O95551. T5PNP hydrolysis, p-nitrophenol absorbance 415 nm;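 active = inhibition above the mean of all tested compounds plus 3 SD, set per campaign, cut at about 25% in these data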;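 also: 0% = DMSO with enzyme and 100% = buffer with substrate but no TDP2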
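Test system: Human TDP2 enzyme | Reagent: 5 mM T5PNP | Compound dosing: 12.8 µM single point, 1% DMSO | Incubation: Enzyme reaction with compound for 2 h at 37 °C | Technique: p-Nitrophenol epi absorbance | Read-out: % inhibition relative to enzyme-containing and enzyme-free wells | Benchmarks: High control without enzyme, low control DMSO plus TDP2 | Replicates: Singlicate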
ADAM17 inh = ADAM17 inhibitors, primary screen, biochemical, QFRET. recombinant ADAM17, EDANS/DABCYL FRET peptide cleavage. inhibition, % at 6.95 µM. 370,000 compounds, 0.83% hits;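 active = inhibition above the mean of compounds lying between control limits plus 3 SD, set per campaign, cut at about 8.5% in these data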;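 also: 0% = DMSO-only wells as the low control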
Target sequence (P78536 215-824 limits assumed): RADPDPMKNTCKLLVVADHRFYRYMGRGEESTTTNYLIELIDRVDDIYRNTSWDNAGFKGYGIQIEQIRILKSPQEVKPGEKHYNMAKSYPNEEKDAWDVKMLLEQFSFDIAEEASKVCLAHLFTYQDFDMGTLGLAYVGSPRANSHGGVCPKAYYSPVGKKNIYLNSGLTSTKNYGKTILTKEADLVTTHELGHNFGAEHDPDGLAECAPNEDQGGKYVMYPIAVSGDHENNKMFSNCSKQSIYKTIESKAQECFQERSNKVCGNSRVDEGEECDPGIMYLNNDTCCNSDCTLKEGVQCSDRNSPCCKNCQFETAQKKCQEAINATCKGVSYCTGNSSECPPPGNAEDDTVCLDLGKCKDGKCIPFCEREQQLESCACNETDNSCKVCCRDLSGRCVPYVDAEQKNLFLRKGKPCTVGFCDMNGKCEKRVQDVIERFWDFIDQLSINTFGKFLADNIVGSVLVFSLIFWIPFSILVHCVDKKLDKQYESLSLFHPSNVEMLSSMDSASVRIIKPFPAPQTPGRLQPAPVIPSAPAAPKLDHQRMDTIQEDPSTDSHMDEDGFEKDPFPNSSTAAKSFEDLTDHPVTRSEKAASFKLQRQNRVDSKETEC
ADAM10 inh = human ADAM10 inhibitors, primary screen, biochemical, QFRET, HTS; 370,000 compounds, 0.62% hits; recombinant ADAM10, EDANS/DABCYL FRET peptide cleavage, 3 h; inhibition, % at 7 µM;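 active = inhibition above a per-campaign cutoff equal to the mean of compounds falling between control-based bounds plus 3 SD, cut at about 20% in these data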;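 also: 0% = DMSO wells while the 100% control is not disclosed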
DDE Tn6 FP inh = inhibitors of Tn6 peptide binding to fibrin DD(E), primary screen, biochemical, fluorescence polarization, human fibrin, Tn6 probe; Fibrinogen beta chain (Homo sapiens), P02675; Fibrin DD(E) TRITC-Tn6 fluorescence polarization displacement; inhibition, % at 8.3 µM; 370,000 compounds, 0.21% hits;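 active = inhibition above a per-campaign cutoff: mean of compounds within control limits plus 3 SD, cut at about 15% in these data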;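 also: 0% = median of all compound wells on the plate and 100% = blocking peptide control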
ASAP1 inh = inhibitors of human ASAP1 ArfGAP activity, primary screen, biochemical, fluorescence polarization. ASAP1-stimulated ARF1 GTP hydrolysis, GDP FP detection. inhibition, % at 16.5 µM. 360,000 compounds, 0.19% hits. AID 624377, 2012; in the data active = inhibition above about 25%;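 also: 0% = vehicle with enzyme and substrate and 100% = no enzyme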
Target sequence (Q9ULH1 325-724 limits assumed): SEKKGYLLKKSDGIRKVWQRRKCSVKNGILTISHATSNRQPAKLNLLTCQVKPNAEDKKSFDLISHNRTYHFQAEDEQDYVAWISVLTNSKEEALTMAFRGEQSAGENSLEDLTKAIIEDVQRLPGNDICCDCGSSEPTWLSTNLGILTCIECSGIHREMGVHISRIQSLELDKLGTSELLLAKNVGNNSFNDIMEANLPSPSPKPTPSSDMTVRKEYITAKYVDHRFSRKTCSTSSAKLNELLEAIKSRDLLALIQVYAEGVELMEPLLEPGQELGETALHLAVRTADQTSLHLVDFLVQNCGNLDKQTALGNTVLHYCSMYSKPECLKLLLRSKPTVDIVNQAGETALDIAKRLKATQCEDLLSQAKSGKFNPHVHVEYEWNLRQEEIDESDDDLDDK
* marks the source's active call; other numbers are inactive results.

SMILES	Tn7 DDE FP	ARFGAP1 inhibitor	SIAE inh	PLC-beta3 inh	PLCg1 inh	TDP2 absorb	ADAM17 inh	ADAM10 inh	DDE Tn6 FP inh	ASAP1 inh
C[C@H](CO)N1C[C@H](C)[C@@H](CN(C)C(=O)Nc2ccccc2)Oc2ncc(-c3ccc(C#N)cc3)cc2C1=O	3	3	-10	-4	-6	-4	-14	-66	-3	1
O=C(NCc1ccccc1)C1CCN(S(=O)(=O)c2cc([N+](=O)[O-])ccc2Cl)CC1	1	2	-4	6	2	1	0	7	3	0
O=C(c1cccc(C(F)(F)F)c1)C1CCCN(C(=O)Cn2cncn2)C1 (stereo not drawn)	1	1	2	-9	-1	-2	-2	-5	-3	-4
CC1(C)CC(=O)c2c(n(S(=O)(=O)c3ccccc3)c3ccc(NS(=O)(=O)c4ccccc4)cc23)C1	-6	-4	-60	1	2	-19	6	11	-4	-8
COC(=O)c1sc2cc(C(F)(F)F)cnc2c1-c1ccccn1	-4	4	-5	3	7	4	-3	-6	5	3
O=C(NCC(=O)N(c1ccccc1)C(C(=O)NC1CCCC1)c1cccnc1)c1cccs1 (stereo not drawn)	5	-1	-2	2	3	-3	-1	0	1	-1
Cc1ccc(Cc2nc3ccccc3n2C(CCc2ccccc2)c2nc3ccccc3[nH]2)cc1 (stereo not drawn)	-14	-3	-2	2	1	-1	-2	-1	0	15
Cc1cc(NC(=O)CC2CCCC2)ccc1Br	3	5	6	-7	-2	-11	1	2	2	14
C=CCn1cnc2c(c1=O)c1nc3ccccc3nc1n2/N=C/c1cccc(OC)c1	7	0	-3	2	0	3	-1	13	9	-5
COc1cccc(CN(C)C(=O)CCc2nnc(-c3ccsc3)o2)c1	-1	3	17	-3	0	18	1	2	-1	-7
O=C(c1ccc(Cl)cc1)N1CCN(C(=O)c2ccco2)CC1	-2	11	0	-2	5	-1	-3	7	-7	3
C[N+](C)(C)c1ccc(/C=N/Nc2nc(Cl)c(C#N)c(Cl)c2Cl)cc1	-11	17	7	-18	-11	-5	-4	0	-2	0
COc1ccc(/C(=C\Nc2ccc(C)c(C)c2)C(C)=O)cc1OC	1	2	-7	-5	-1	-3	0	-6	-2	6
COc1ccc(Cl)cc1S(=O)(=O)N1CCCC(C(=O)NCc2ccncc2)C1 (stereo not drawn)	9	-1	6	-4	1	-8	0	-6	6	2
O=C(OCc1nc(-c2ccccc2Cl)no1)c1ccco1	-1	12	7	0	5	-7	-2	-16	-7	1
Cc1c(Cl)c([N+](=O)[O-])nn1CC(=O)NC1CCCCC1	2	-10	0	1	3	9	-2	0	-3	7
O=c1oc2ccccc2n1CCn1c2ccccc2c2nc3ccccc3nc21	-1	1	-1	-51	-38	0	-5	-12	1	-2
O=C(NCc1ccco1)/C(=C\c1cccs1)NC(=O)c1ccsc1	-5	6	-2	5	8	-8	1	3	-2	-1
CCCCN1C(=O)C(CC(=O)NCc2ccco2)CC(C(=O)N(CC)CC)=C1C (stereo not drawn)	-3	1	8	0	2	8	-2	-3	-1	6
Cc1cc(Br)c2nc(-c3cccc(Br)c3)c(Cc3cccc(Cl)c3)n2c1	0	-1	-8	-8	-6	0	-3	-15	-3	9
O=C1NCC(NC(=O)C(F)(F)F)c2cc3c(cc21)OCO3 (stereo not drawn)	-1	0	3	-7	0	7	-4	2	-4	-3
CN(C)/C=N/c1sc2c(c1C#N)CCCC2	-9	1	-2	3	2	0	-1	-5	-2	-5
Cc1ccc(Oc2ccccc2NC(=O)C2=COCCO2)cc1	-4	-6	1	-3	1	-13	0	2	-9	8
CCCCCC(=O)N1C[C@H](n2cc(COC(=O)c3ccccc3)nn2)[C@@H](O)C[C@@H]1c1ccccc1	2	0	2	-1	1	2	-6	-6	0	4
Cc1occc1C(=O)Nc1cccc(Cl)c1Cl	-5	5	-9	-7	-2	-13	2	-6	-7	14
Cc1cc(S(=O)(=O)N2CCOCC2)ccc1OCC(=O)NCCN1CCOCC1	6	5	0	-4	-2	-6	-5	6	-3	5
COc1ccc(-c2cncnc2N)cc1OC	0	-7	-7	2	-1	-2	2	-2	-5	-1
CCOc1ccccc1NC(=O)CCS(=O)(=O)c1ccc(Br)cc1	-8	15	5	-4	2	5	0	-6	0	7
COc1ccc(CCCc2nnc(SCC(=O)NN)o2)c(C)c1	1	4	0	-5	0	-9	-2	3	-9	5
Cc1cccc(S(=O)(=O)C(C#N)c2nc3ccccc3nc2N2CC(C)OC(C)C2)c1 (stereo not drawn)	-4	-3	4	-187	-130	15	-35	-107	-3	-13
Nc1ccc2[nH]c(=S)sc2c1	-15	-1	4	-75	-55	-1	-13	-47	-23	3
O=C(Nc1cccc(NC(=O)c2cncc(Br)c2)c1)c1cncc(Br)c1	0	-7	-19	-8	-1	4	-5	-2	-5	-12
CC(=NCCCNC1CCCCC1)C1=C(O)CC(C)(C)CC1=O	-7	-3	-1	0	2	-13	5	3	4	-15
CC1CN(CCCCSc2ccc(Cl)cc2)CC(C)O1 (stereo not drawn)	-1	4	-4	8	7	-19	7	15	3	-7
O=C(CC(=O)c1cc(Cl)ccc1O)c1ccccc1	3	-4	1	-2	-4	2	-5	-10	-4	11
Cc1cc(C)cc(NC(=O)c2cccc(N3C(=O)C4C5C=CC(C5)C4C3=O)c2)c1 (stereo not drawn)	-4	0	1	-6	1	-1	-5	-3	-8	6
COc1ccc(C(=O)N2CCC(O)(c3ccc(Cl)cc3)CC2)cc1OC	0	-7	2	2	1	-3	-5	-4	-3	-13
COc1ccc(N(C)C(=O)c2ccc3snnc3c2)cc1	-5	1	-1	1	0	-8	2	-9	1	3
O=C1Nc2ccc([N+](=O)[O-])cc2C1(O)N1CCCCCC1 (stereo not drawn)	3	7	-4	6	6	-16	-3	9	-3	-7
Cc1cnc(C(=O)N(CCCn2ccnc2)C2C(=O)Nc3ccccc3N=C2c2ccccc2)cn1 (stereo not drawn)	6	8	2	-2	-1	-3	1	-6	7	-12

Filtered by structure, those above with a furan ring, fused or not (5)
SMILES	Tn7 DDE FP	ARFGAP1 inhibitor	SIAE inh	PLC-beta3 inh	PLCg1 inh	TDP2 absorb	ADAM17 inh	ADAM10 inh	DDE Tn6 FP inh	ASAP1 inh
O=C(c1ccc(Cl)cc1)N1CCN(C(=O)c2ccco2)CC1	-2	11	0	-2	5	-1	-3	7	-7	3
O=C(OCc1nc(-c2ccccc2Cl)no1)c1ccco1	-1	12	7	0	5	-7	-2	-16	-7	1
O=C(NCc1ccco1)/C(=C\c1cccs1)NC(=O)c1ccsc1	-5	6	-2	5	8	-8	1	3	-2	-1
CCCCN1C(=O)C(CC(=O)NCc2ccco2)CC(C(=O)N(CC)CC)=C1C (stereo not drawn)	-3	1	8	0	2	8	-2	-3	-1	6
Cc1occc1C(=O)Nc1cccc(Cl)c1Cl	-5	5	-9	-7	-2	-13	2	-6	-7	14

Next structures
SMILES	Tn7 DDE FP	ARFGAP1 inhibitor	SIAE inh	PLC-beta3 inh	PLCg1 inh	TDP2 absorb	ADAM17 inh	ADAM10 inh	DDE Tn6 FP inh	ASAP1 inh
O=C(c1cccs1)N(C(=O)c1cccs1)c1ccc(Br)cn1	1	-6	-3	3	2	-6	2	6	-2	-22
O=C(COC(=O)Cn1cnc2ccccc21)Nc1cc(S(=O)(=O)N2CCOCC2)ccc1Cl	2	-1	3	-8	-2	5	-1	-2	4	1
Cc1ccccc1OC1C(=O)N(CC2CCCO2)C1c1ccc2c(c1)OCO2 (stereo not drawn)	6	-2	4	5	0	-6	3	7	1	3
O=C(CCN1C(=O)C2C3CCC(C3)C2C1=O)Nc1ccccc1C(F)(F)F (stereo not drawn)	6	4	9	-1	7	17	0	5	6	-5
Cc1nnc(SCC(=O)c2ccc([N+](=O)[O-])cc2)s1	-2	8	1	3	1	-5	2	11	-7	3
CN(C)c1ccc(C(=O)Nc2ccc(CN3CCS(=O)(=O)CC3)cc2)cc1	-1	9	4	-8	0	-8	1	3	3	1
CCOc1ccc(C(=O)NCC(=O)N2CC=C(c3ccccc3)CC2)cc1OCC	-4	2	-4	4	-3	0	-3	0	-3	-4
O=C(NCC(=O)N(c1ccc(F)cc1)C(C(=O)NC1CCCC1)c1ccncc1)c1ccco1 (stereo not drawn)	3	-8	1	-6	0	11	-2	3	5	2
CN(C)C1=NCCN1CCCC1CCCCC1	-2	-8	1	4	1	1	-3	-4	4	-1
COc1ccccc1N1CCN(C(=S)Nc2cccc(C)c2)CC1	-7	-2	4	4	1	-3	1	3	-2	2
Cn1c(CC(=O)Nc2ccccc2F)nnc1SCC(=O)NC1=NCCS1	6	0	-3	-1	0	14	0	2	-7	2
O=C(Nc1sc2c(c1-c1nc3ccccc3[nH]1)CCCC2)C1CCCC1	1	7	3	-306	-232	1	-23	-155	0	2
CCC(C(=O)OCC(=O)Nc1ccc2[nH]c(=O)[nH]c2c1)c1ccccc1 (stereo not drawn)	-2	-9	7	-11	-3	11	-6	-11	2	14
COC(=O)c1cc(OC)c(OC)cc1NC(=S)Nc1cc(Cl)ccc1OC	-5	7	4	5	2	9	1	-3	2	14
CCNc1nc(-c2ccc(OC(F)F)cc2)c(C)s1	5	7	1	1	-2	-3	-1	3	0	-7
O=C(Nc1cc(Cl)ccc1-n1cncn1)C1CC1	2	-10	6	-7	-1	-12	-7	1	2	-9
Cc1nc2nc(C)n(-c3ccccc3)c2s1	2	1	6	0	1	-6	-2	-5	3	-4
Cc1ncoc1C(=O)N1CCCC(C(=O)c2ccc(-c3ccccc3)c(F)c2)C1 (stereo not drawn)	-7	2	-3	-10	0	21	2	7	-6	-3

Bioassay records as filed in PubChem BioAssay.
